Nrf2 block = Nrf2 pathway inhibition. A549 ARE-Fluc reporter, luciferase luminescence, 18-24 h. Potency, µM (highest dose often 46 µM), without a hit: at the top dose activity change, negative = inhibition, most hits filed as inhibitors. hit rate 2.1% among 360,000. AID 504444; note: potency is the fitted concentration of half-maximal effect; % is set by controls: 0 for no effect and ±100 for the full control effect; nearly all actives have a fitted effect of over 60% in size
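Nrf2 activity is the BugLite luminescence, read 15 min after reagent at room temperature, following CellTiter-Fluor cytotoxicity readout (30 min, 37C). Compound titrations were applied for 18-24 h to 5000 A549 ARE_Fluc cells/well in 5% FBS OPTI-MEM.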
TGFb inhibitor = TGF-b pathway inhibition | hit rate 1.2% among 410,000 | Potency, µM (highest dose often 46.1 µM), for inactives: at the highest dose activity, negative = inhibition, actives largely listed as inhibitors | HepG2 CAGA-GFP TGF-b/SMAD3 reporter, GFP fluorescence, 18 h; TGF-beta stimulated, 500 pg/mL final; note: potency is the fitted concentration of half-maximal effect; % is set by controls: 0 for no effect and ±100 for the full control effect; nearly all actives have a fitted effect of over 65% in size
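Per well, imaged GFP fluorescence of HEPG2 CAGA-GFP cells gives the signal; cells get compound, then TGF-beta (500 pg/mL final), 18 h at 37 degrees C; %Activity versus -TGF-beta and +DMSO controls.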
ATXN viability = viability counter-screen for ATXN expression inhibitors. S2 cells (HEK-293 line with an ATXN2-luciferase reporter) viability, CellTiter-Fluor protease fluorescence, 24 h. Potency, µM (doses to about 56.7 µM), usual class: cytotoxic. hit rate 0.49% among 400,000. AID 651635; note: potency is the fitted concentration of half-maximal effect; nearly all actives have a fitted effect of over 40% in size
A549 viability = counter-screen for Nrf2 inhibitors: cytotoxicity in A549 cells; A549 ARE-Fluc cells, CellTiter-Fluor viability, 18-24 h; Potency, µM (top dose mostly 46 µM), inactives show at the top dose activity change, negative = cytotoxicity, usual class: inhibitors; hit rate 0.16% among 390,000; AID 504648; note: potency is the fitted concentration of half-maximal effect; % is set by controls: 0 for no effect and ±100 for the full control effect
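A549 ARE-Fluc cells in 5% FBS OPTI-MEM, 5000 cells/well, rested 2 h then exposed to compounds in concentration-response for 18-24 h at 37 °C. Viability by CellTiter-Fluor fluorescence (Ex 405/Em 525) after 30 min; luciferase luminescence (BugLite, 15 min, RT) read afterwards.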
CCT chaperon mod = changes cytosolic chaperonin activity; activity change, % (test concentration not listed), hits read low; hit rate 0.3% among 360,000; AID 651819; purified chaperonin ATPase assay, HTRF ADP detection, 30 min; in the data active = activity change below about -30%; note: % is set by controls: 0 for no effect and ±100 for the full control effect
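Enzyme 40 or 20 nM (batch-dependent) in Tris pH 7.4/KCl/MgCl2/DTT; cpd 76 uM single point; ATP 10 uM; 30 min 37 °C; Transcreener ADP HTRF detection, 30 min RT; ratio 665/615.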
pAkt inh = Akt phosphorylation inhibition; Neuro2A IGF-stimulated pAkt S473 HTRF, 20 min; active compounds read low; activity change, % for hits at 50 µM; hit rate 0.32% among 360,000; AID 651550; in the data active = activity change below about -80%; inconclusive = mostly about -51% to -80%; note: % is set by controls: 0 for no effect and ±100 for the full control effect
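Single-point screen (50 µM final compound) in Neuro2A cells stimulated 20 min with 6 nM IGF at 37 deg C. After lysis, Ser473-phosphorylated Akt read by HTRF (ex 330 nm, em 615/665 nm) as the 665/615 ratio.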
HepG2 tox = counter-screen for TGF-b inhibitors: cytotoxicity in HepG2 cells | hit rate 0.76% among 410,000 | HepG2 CAGA-GFP viability, ATP luminescence, 18 h | Potency, µM (highest dose often 46.1 µM), for inactives: at the highest dose activity change, negative = cytotoxicity, usual class: cytotoxic | AID 588856; note: potency is the fitted concentration of half-maximal effect; some results filed as inactive show a strong effect at the top dose
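HepG2 CAGA-GFP cells (1000/well, DMEM with 1% FBS) received compound, then TGF-beta at 500 pg/mL final, and were incubated 18 hours at 37 degrees C. Viability was read by CellTiter-Glo luminescence. Media-only wells were set as complete cell-killing and DMSO as no toxicity.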
Mm-Cpn inhibitor = M. maripaludis TRiC chaperonin inhibition | purified Mm-Cpn ATPase, ADP Transcreener TR-FRET | Potency, µM (highest dose often 76.9 µM), for inactives: top-dose activity, negative = inhibition, actives largely listed as inhibitors | hit rate 0.031% among 330,000; note: potency is the fitted concentration of half-maximal effect; % is set by controls: 0 for no effect and ±100 for the full control effect; nearly all actives have a fitted effect of over 80% in size
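Compound-treated chaperonin, 25 nM final, turns over 10 uM ATP at 37°C for 30 min following a 10 min preincubation; ADP generated competes with ADP-d2 for Eu-cryptate antibody, lowering FRET.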
Nrf2 ARE act = Nrf2 pathway activation; AREc32 ARE-luciferase reporter (MCF7-derived line), luminescence, 24 h; Potency, µM (top dose mostly 46.1 µM), for inactives: at the top dose activation, actives largely listed as activators; hit rate 0.31% among 410,000; AID 624171; note: potency is the fitted concentration of half-maximal effect; % of control where 0% means no effect; nearly all actives have a fitted effect of over 65% in size
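ARE-driven firefly luciferase activity in AREc32 cells measured after a 24 hr compound exposure at 37 deg C, using Steady-Glo reagent and a 30 min room-temperature hold.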
* = called active by the depositor; i = inactive; ? = inconclusive; . = no result given; & = joins results of further samples. Unless noted, calls come from the whole dose curve; as a rule, active = well fitted curve in the direction sought with a large enough effect; inconclusive = small, poorly fitted or top-dose-only effect, or another doubt; inactive = no such curve, though single readings can be large; an effect the other way counts as inactive or inconclusive. Compounds as they come. Share with any hit: about 4.4%.

SMILES	Nrf2 block	TGFb inhibitor	ATXN viability	A549 viability	CCT chaperon mod	pAkt inh	HepG2 tox	Mm-Cpn inhibitor	Nrf2 ARE act
CSc1cnn(-c2ccccc2)c(=O)c1SC	.	0%	i	7%	0.7	.	-1%	?	4.8%
COc1cc(/C=C2/N=C(C3CCCCC3)OC2=O)cc(OC)c1OC	9%	?	i	1%	-1.5	i	6%	-1%	0.0%
CC(=O)OC(C)=O	-4%	24%	i	-1%	-4.7	i	6%	1%	-0.1%
CCOc1ccc(-n2ccnc2SCC(=O)N2CCCc3ccccc32)cc1	-21%	-24%	i	-1%	-3.3	i	4%	0%	0.4%
Cc1ccc(OCC(=O)n2nc(C)cc2C)c(Br)c1	-22%	1%	i	-5%	-1.3	i	-1%	-3%	-0.1%
O=C1CN(Cc2ccccc2)S(=O)(=O)c2ccccc21	-19%	-2%	.	-6%	.	.	-3%	.	.
COc1ccc(C(=O)Nc2ccccc2C(=O)NC2CC2)c(OC)c1OC	.	-13%	i	.	1.4	i	-11%	.	-1.1%
CCOC(=O)NCc1ccc(S(=O)(=O)Nc2ccc(C)cc2)cc1	-10%	5%	i	-3%	0.8	i	-20%	2%	0.1%
Cc1nc2sc(-c3ccccc3)cc2c(=O)[nH]1	-24%	-16%	i	3%	-0.6	i	-44%	-12%	2.3%
CCn1nc(C)c(CNCc2cn[nH]c2-c2cc3ccccc3o2)c1C	2%	11%	i	1%	-1.3	i	13%	-2%	-0.8%
CC(=O)c1ccc(NC(=O)C(C)OC(=O)C(C)Oc2cccc(C)c2)cc1 (centres undefined)	17%	-12%	i	-5%	-1.4	i	-2%	1%	-0.5%
O=C(NCc1nnc2c(C(F)(F)F)cc(Cl)cn12)c1cccs1	6%	7%	i	-12%	-2.5	i	-8%	-2%	13%
COc1ccc(Cl)cc1C(=O)NNC(=O)c1cccc([N+](=O)[O-])c1	-3%	-2%	i	0%	1.8	i	3%	-1%	19%
C[C@H](CO)N1C[C@H](C)[C@@H](CN(C)Cc2ccc(C(=O)O)cc2)Oc2ccc(NS(C)(=O)=O)cc2C1=O	5%	10%	i	-6%	1.6	i	-6%	2%	-0.8%
BrC(=C\c1ccccc1)/C=N/N1CCN(c2ccccn2)CC1	17%	-18%	i	0%	-2.0	i	1%	0%	?

The final 6 compounds of the part above come first, to join the parts:
SMILES	Nrf2 block	TGFb inhibitor	ATXN viability	A549 viability	CCT chaperon mod	pAkt inh	HepG2 tox	Mm-Cpn inhibitor	Nrf2 ARE act
CCn1nc(C)c(CNCc2cn[nH]c2-c2cc3ccccc3o2)c1C	2%	11%	i	1%	-1.3	i	13%	-2%	-0.8%
CC(=O)c1ccc(NC(=O)C(C)OC(=O)C(C)Oc2cccc(C)c2)cc1 (centres undefined)	17%	-12%	i	-5%	-1.4	i	-2%	1%	-0.5%
O=C(NCc1nnc2c(C(F)(F)F)cc(Cl)cn12)c1cccs1	6%	7%	i	-12%	-2.5	i	-8%	-2%	13%
COc1ccc(Cl)cc1C(=O)NNC(=O)c1cccc([N+](=O)[O-])c1	-3%	-2%	i	0%	1.8	i	3%	-1%	19%
C[C@H](CO)N1C[C@H](C)[C@@H](CN(C)Cc2ccc(C(=O)O)cc2)Oc2ccc(NS(C)(=O)=O)cc2C1=O	5%	10%	i	-6%	1.6	i	-6%	2%	-0.8%
BrC(=C\c1ccccc1)/C=N/N1CCN(c2ccccn2)CC1	17%	-18%	i	0%	-2.0	i	1%	0%	?
O=C1C(Sc2cccc(F)c2)=C[C@@]2(O)CC[C@@H](O)[C@]1(Sc1cccc(F)c1)[C@H]2O	.	.	i	.	-2.0	i	.	.	21%
CN(CC(=O)Nc1ccc(F)cc1)C(=O)CSc1ccc2c(c1)OCCO2	-4%	12%	i	-1%	0.0	i	-1%	1%	-0.5%
COc1ccc(-c2cc(C(=O)OCC(=O)N(C)C3CCS(=O)(=O)C3)c3ccccc3n2)cc1OC (centres undefined)	?	-16%	i	-6%	2.2	i	-8%	-1%	8.7%
O=C(Nc1ccc(F)cc1)C1CC(=O)N(Cc2ccco2)C1 (centres undefined)	5%	25%	?	0%	-0.1	i	18%	1%	0.0%
CC(=O)N/N=C/C1=CCC2CC1C2(C)C (centres undefined)	7%	-5%	i	6%	-2.1	i	-1%	0%	0.1%
COc1ccccc1N1CCN(Cc2cc3c(cc2O)OCO3)CC1	-6%	1%	i	-7%	0.5	i	-23%	-3%	4.8%
CC(C(=O)Nc1ccccn1)c1ccccc1 (centres undefined)	-2%	-2%	i	16%	0.2	i	-25%	0%	0.3%
CCOC(=O)c1[nH]cnc1C(=O)Nc1ccccn1	8%	13%	i	-12%	4.5	i	-2%	1%	3.6%
COc1cc(Cl)c(C)cc1NC(=O)c1ccc2c(SCC(=O)O)c3c(nc2c1)CCCC3	-3%&2%	-7%&-1%	?	-3%&1%	-2.4	i	1%&6%	-3%	0.0%&5.7%
Cc1cc(C)cc(NC(=O)C(=O)NCC2CCCN2S(=O)(=O)c2cccs2)c1 (centres undefined)	?	10%	i	4%	0.0	i	-9%	0%	0.8%
COc1ccccc1NS(=O)(=O)c1cccc(NC(=O)NC2CCCCC2)c1	?	?	i	-2%	-3.5	i	-44%	4%	0.2%
Cc1cccc(NC(=O)c2c(C)nn(-c3ccccc3)c2Cl)c1	?	15%	.	6%	1.2	i	-25%	-3%	8.9%
Cc1cc(C(=O)CSc2ccccc2)cc(C)c1O	10%	-9%	i	-4%	-0.2	i	2%	3%	3.2%
CCOc1ccccc1N(C)C(=O)c1sc2nc3n(c(=O)c2c1C)CCCC3	-9%	1%	.	0%	.	.	-31%	.	5.2%
S=C(Nc1ccc2nc(-c3ccccn3)c(-c3ccccn3)nc2c1)N1CCCCCC1	2%	5%	.	-8%	-0.6	i	-6%	-3%	0.3%
Cc1cc(NC(=O)Cn2c(=O)oc3ccc(Cl)cc32)no1	1%	-4%	i	-3%	1.2	i	8%	2%	0.7%
O=C(CN1CCN(S(=O)(=O)c2ccc(Cl)s2)CC1)N1CCCCC1	?	-12%	i	7%	2.7	i	-22%	1%	-0.2%
Cc1c(OCC(=O)NCc2cccnc2)ccc2c3c(c(=O)oc12)CCCC3	?	16%	i	-6%	1.6	i	8%	-3%	-0.3%
CS(=O)(=O)c1nc(S(=O)(=O)c2ccc(Cl)cc2)c(NCCCn2ccnc2)s1	-17%	0%	i	-12%	-0.2	i	1%	-7%	4.6%
Cn1c(=O)c2c(nc(SCc3cccnc3)n2Cc2ccccc2)n(C)c1=O	0%	-2%	i	-1%	-1.0	i	-42%	-6%	7.0%
C/C=C/c1cnc2c(c1)C(=O)N([C@H](C)CO)C[C@H](C)[C@@H](CN(C)C(=O)CN1CCOCC1)O2	.	12%	i	.	0.9	i	7%	.	-0.6%
CCOC(=O)Cn1c(COc2ccccc2OC)[n+](C)c2ccccc21	18%	4%	i	3%	0.7	i	2%	.	-0.3%
Cc1nc2c(C)cccn2c1/C(O)=C1\C(=O)C(=O)N(CCN(C)C)C1c1cccs1 (centres undefined)	9%	-5%	i	3%	-3.8	i	2%	.	1.4%
COc1ccc(S(=O)(=O)N2CCOC2CNC(=O)C(=O)NCCc2ccccc2)cc1 (centres undefined)	-12%	0%	i	-9%	-0.5	i	-20%	-2%	0.2%
Cc1cc(C(=O)NC(=S)Nc2ccccc2N2CCCC2)ccc1[N+](=O)[O-]	?	10%	i	-28%	-1.4	i	-14%	-1%	0.3%
COC(=O)c1ccccc1NC(=O)COc1ccccc1[N+](=O)[O-]	?	-7%	i	9%	-4.4	i	-1%	-1%	5µM*
COc1ccccc1N(Cc1ccccc1)S(=O)(=O)c1cccc(C(=O)Nc2ncccc2C)c1	-25%	10%	?	-13%	2.8	i	-13%	0%	1.5%
O=C1CC(c2cccc(Cl)c2)C(n2cncn2)C(=O)C1C1NCCc2ccccc21 (centres undefined)	11%	6%	i	-3%	-2.2	i	0%	1%	0.2%
CN(Cc1cccs1)C(=O)CCCc1c[nH]c2ccccc12	?	9%	i	0%	0.0	i	-1%	-4%	0.2%
CCCNC(=O)c1cc(S(=O)(=O)N2CCC3(CC2)OCCO3)ccc1F	.	-7%	i	.	-0.3	i	-5%	.	-0.8%

A second format for 3 compounds above:
| smiles | Nrf2 block | TGFb inhibitor | ATXN viability | A549 viability | CCT chaperon mod | pAkt inh | HepG2 tox | Mm-Cpn inhibitor | Nrf2 ARE act |
| --- | --- | --- | --- | --- | --- | --- | --- | --- | --- |
| CCOC(=O)Cn1c(COc2ccccc2OC)[n+](C)c2ccccc21 | 18% | 4% | i | 3% | 0.7 | i | 2% | . | -0.3% |
| Cc1nc2c(C)cccn2c1/C(O)=C1\C(=O)C(=O)N(CCN(C)C)C1c1cccs1 (centres undefined) | 9% | -5% | i | 3% | -3.8 | i | 2% | . | 1.4% |
| COc1ccc(S(=O)(=O)N2CCOC2CNC(=O)C(=O)NCCc2ccccc2)cc1 (centres undefined) | -12% | 0% | i | -9% | -0.5 | i | -20% | -2% | 0.2% |

Screening data as filed in PubChem.
